# PLAP activator: activators of human placental alkaline phosphatase | hit rate 1.2% among 96,000 | purified PLAP enzyme, luminescent substrate read-out; hits give high values | AID 696 | activation fold at 20 µM; in the data active = activation fold above about 2
# Target sequence (P05187 whole entry, looked up): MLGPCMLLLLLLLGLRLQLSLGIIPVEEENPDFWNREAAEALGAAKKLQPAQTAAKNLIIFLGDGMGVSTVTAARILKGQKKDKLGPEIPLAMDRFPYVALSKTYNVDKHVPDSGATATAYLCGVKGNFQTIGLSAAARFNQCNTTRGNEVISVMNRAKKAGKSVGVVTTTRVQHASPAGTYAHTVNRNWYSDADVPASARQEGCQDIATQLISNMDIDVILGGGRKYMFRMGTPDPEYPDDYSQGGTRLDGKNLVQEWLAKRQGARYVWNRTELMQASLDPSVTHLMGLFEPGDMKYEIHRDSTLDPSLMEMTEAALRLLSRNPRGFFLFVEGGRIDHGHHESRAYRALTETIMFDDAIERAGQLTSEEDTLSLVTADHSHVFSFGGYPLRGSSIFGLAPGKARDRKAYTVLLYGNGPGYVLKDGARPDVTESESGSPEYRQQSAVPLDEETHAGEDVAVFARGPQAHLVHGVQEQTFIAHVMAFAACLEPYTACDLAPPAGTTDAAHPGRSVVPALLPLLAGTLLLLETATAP
# MT1-MMP txn act: MT1-MMP promoter transcription activation; HT1080 MT1-MMP promoter luciferase reporter, luminescence, overnight; hits give high values; activation factor at 10 µM; hit rate 0.16% among 86,000;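 active = activation factor of at least 2 for MT1-MMP transcription at 10 µM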
# CD11b adhes enh: CD11b/CD18-fibrinogen binding enhancement | P05107+P11215 | K562 CD11b/CD18 adhesion to fibrinogen, ATPlite luminescence | activation, % at 10 µM | hit rate 0.07% among 93,000 | AID 1499;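 active = 10 µM primary screen giving 50% or more activity, confirmed by 40% or more on retest at that dose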; also: strong numbers were not always called active; reference of the scale not given here
# CYP2C9 inhib: human CYP2C9 inhibition; inhibition, % at 5 µM; P11712; hit rate 20% among 96,000; AID 777; CYP2C9 Supersomes, luciferin-H conversion, luminescence;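 active = blocking of liver enzyme CYP2C9 beyond about 50% at 5 µM, limit read from the data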; also: values of inactives mirror those of a sister screen read the other way
# CYP2C19 activ: increases human CYP2C19 enzyme activity. 96,000 tested, under 10 active. recombinant CYP2C19, luciferin-H EGE luminescence; hits give high values; 0 = fully inhibited enzyme, 1 = untreated enzyme. activation factor at 5 µM. P33261;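 active = activation factor of at least 2 at 5 µM in the primary screen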;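 also: 0 = wells with 2.5 mM tranylcypromine and 1 = vehicle-only wells; values of inactives mirror those of a sister screen read the other way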
# Target sequence (P33261 whole entry, looked up): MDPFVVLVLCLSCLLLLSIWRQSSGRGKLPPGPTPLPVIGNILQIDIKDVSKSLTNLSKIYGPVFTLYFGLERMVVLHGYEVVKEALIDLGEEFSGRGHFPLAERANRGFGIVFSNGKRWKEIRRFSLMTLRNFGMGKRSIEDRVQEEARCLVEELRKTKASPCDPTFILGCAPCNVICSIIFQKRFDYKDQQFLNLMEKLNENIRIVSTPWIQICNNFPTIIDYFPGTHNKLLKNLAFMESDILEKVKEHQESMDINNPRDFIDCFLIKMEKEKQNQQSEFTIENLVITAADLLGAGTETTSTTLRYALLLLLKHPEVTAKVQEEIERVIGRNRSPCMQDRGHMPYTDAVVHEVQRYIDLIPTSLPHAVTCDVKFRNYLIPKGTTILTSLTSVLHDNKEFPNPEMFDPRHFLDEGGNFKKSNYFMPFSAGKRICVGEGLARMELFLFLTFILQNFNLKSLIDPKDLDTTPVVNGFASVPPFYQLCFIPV
# CD11b adhes inh: inhibitors of human CD11b/CD18 binding to fibrinogen. P05107+P11215. K562 CD11b/CD18 adhesion to fibrinogen, ATPlite luminescence; Mn2+ added to activate the integrin. hit rate 0.54% among 93,000. inhibition, % at 10 µM;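 active = primary inhibition of 50% or more at 10 µM, then 40% or more on retest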; also: some results filed as inactive read as strong as hits
# CYP2C9 activ: CYP2C9 (human) activation; P11712; recombinant CYP2C9, luciferin-H conversion, luminescence; hits give high values; factor 1 = untreated enzyme, 0 = blocked; activation factor at 5 µM; hit rate 1.4% among 96,000; AID 1024;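 active = activation factor of 2 or more for CYP2C9 at a 5 µM dose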;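 also: 0 = sulfaphenazole-blocked wells and 1 = vehicle-only wells; values of inactives mirror those of a sister screen read the other way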
# PTK2B oligo ant: blocks oligomerization of human Pyk2 in cells. z-score (the deposit names both 25 µM and 10 µM). hit rate 0.83% among 99,000. Q293 cells, Pyk2 FERM NanoBiT luminescence; hits give low values;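 active = Z-score of -3 or lower, scaled per plate to the spread of control and sample wells; inactive = z-score above -3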;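 also: negative z-score means lost luminescence so less FERM oligomerization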
# CYP2C19 inh: inhibitors of human CYP2C19 | CYP2C19 Supersomes, luciferin-H EGE luminescence, 30 min | P33261 | hit rate 21% among 96,000 | inhibition, % at 5 µM;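 active = CYP2C19 inhibition above a set limit at 5 µM in the primary screen, cut at about 50% in these data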;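 also: plate controls were negative control wells for no effect and 2.5 mM tranylcypromine positive control for full effect; values of inactives mirror those of a sister screen read the other way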
# An asterisk follows results filed as active; . = no result given.
PLAP activator	MT1-MMP txn act	CD11b adhes enh	CYP2C9 inhib	CYP2C19 activ	CD11b adhes inh	CYP2C9 activ	PTK2B oligo ant	CYP2C19 inh	Structure
1.1	1.2	2	-25	0.9	-11	1.2	-0.08	13	CCOC(=O)C1CCN(C(=O)c2ccc(OC)cc2OC)CC1
1.1	1	.	36	0.4	.	0.6	-1.7	56*	CCOP(=O)(OCC)c1nc(/C=C/c2ccccc2)oc1NCc1ccccc1
1	1	2	14	0.9	-1	0.9	-1.3	7	CCOCCCn1cnc2c(c1=O)c1nc3ccccc3nc1n2-c1ccccc1
0.9	.	.	-32	1	.	1.3	0.25	-1	O=C(O)c1ccc(SCc2cnc(Cl)s2)cc1
1.2	1	4	46	0.8	2	0.5	0.03	18	CCOC(=O)c1cn2nc(-c3ccc(OCC)cc3)cc2nc1C1CCN(C(=O)OC(C)(C)C)CC1
1.1	1	-2	8	0.9	0	0.9	-0.2	8	O=C1c2ccccc2C(=O)N1c1ccc(Cl)cn1
1.4	.	.	42	0.4	.	0.6	0.06	61*	C/C(=C\C(=O)c1ccccc1)NNc1nc2ccccc2s1
1	.	0	67*	0.5	-2	0.3	-1.9	50	CCn1c(-c2cccnc2Cl)nc2cc(Cl)c(Cl)cc21
1	1.2	-4	-6	1.1	42	1.1	-0.49	-11	CCOc1ccc(C(CC(=O)O)NS(=O)(=O)c2ccc(C)cc2)cc1OC (centres undefined)
0.8	1.3	0	-5	1.1	1	1.1	1.9	-8	CCOc1ccc(C(=O)NCC2CCCO2)cc1 (centres undefined)
1.1	.	.	13	0.6	.	0.9	1.3	40	Brc1ccc(-c2nnc(SCCC3OCCCO3)o2)cc1
0.8	.	.	44	0.5	.	0.6	-1.4	54*	N#Cc1c(-c2ccccc2)ccn(Cc2ccccc2Cl)c1=O
0.8	1.1	0	-64	0.9	-5	1.6	0.41	10	O=S(=O)(c1cccc2cccnc12)n1cnc2ccccc21
0.8	1	-1	-88	1.1	-15	1.9	-3.3*	-5	O=C(CSc1nnnn1-c1cccc2ccccc12)Nc1ccc(N2CCOCC2)c(Cl)c1
1	1.1	0	-71	0	5	1.7	-2.2	99*	CC(=O)c1cc2c(cc1NS(=O)(=O)c1ccc3c(c1)OCCO3)OCO2
0.8	1.3	.	-110	0.9	.	2.1*	0.34	14	Cc1cc(C)cc(NC(=S)NCc2cccn2C)c1
1.1	1.8	-5	29	0.9	-6	0.7	-0.1	8	Cc1ccc(CN(C(=O)c2cc3ccccc3oc2=O)C2CCS(=O)(=O)C2)cc1 (centres undefined)
1.3	.	56	49	1.1	3	0.5	-0.87	-7	CCC1CCCCN1c1ccc([N+](=O)[O-])cc1/C=N/NC(=O)Cn1c2ccccc2c(=O)c2ccccc21 (centres undefined)
1.4	1.2	12	14	1	-7	0.9	-0.26	-4	O=C1CC(/C=C/c2ccco2)=Nc2ccccc2N1
0.9	.	15	9	0.9	-37	0.9	0.78	11	CCc1ccc(OCC(=O)OCC(=O)c2ccc3c(c2)NC(=O)CO3)cc1
1.1	1.1	-7	-210	0.8	0	3.1*	0.09	16	Cc1cc2c(C)cc(=O)oc2c2c1NCCC2
1	1.5	-5	42	1	17	0.6	-0.41	2	COc1cccc(-c2nc(N3CCC(C)CC3)c3ccccc3n2)c1O
1.1	.	.	49	0.7	.	0.5	.	28	COc1ccccc1Nc1nc(-c2sc(NC(=O)c3cccc(Cl)c3)nc2C)cs1
0.9	1.4	-4	49	0.6	-8	0.5	-0.51	43	CCCS/C(N)=N/N=C/c1cc(C)ccc1O
0.9	1.2	-5	-8	0.9	-7	1.1	0.9	14	O=C(c1ccc(Cl)s1)N1CCOCC1
1.4	1.1	3	-92	0.6	2	1.9	.	41	O=C(C1CCN(S(=O)(=O)c2cccc3cccnc23)CC1)N1CCN(c2ccccc2)CC1
1.2	1.2	2	-34	0.3	-19	1.3	1.5	70*	COc1ccc(OC)c(CNC(=O)CCN2C(=O)COc3ccccc32)c1
1	1.1	-2	-102	0.3	-4	2*	1.2	71*	CCN1CCN(S(=O)(=O)c2ccc3ccccc3c2)CC1
0.8	.	15	-62	1	-6	1.6	.	0	Cc1ccc(Cn2nnc3c(=O)n(Cc4ccccc4C)cnc32)cc1
1.6	1.2	-4	25	0.7	7	0.8	-1.5	32	CC(=O)N1CCN(c2ccc(NC(=O)c3ccc(C(C)(C)C)cc3)cc2)CC1
1.3	1.1	0	3	0.8	-7	1	.	21	CN(CCCNC(=O)C1CCC(=O)N1Cc1ccc(F)cc1)c1ccccc1 (centres undefined)
1.3	1	2	28	1	-13	0.7	0.03	2	Cn1c(C(C#N)/C(=N\S(=O)(=O)c2cccs2)c2ccccc2)nc2ccccc21 (centres undefined)
1.4	1.1	-1	79*	0.2	-8	0.2	0.96	79*	OC12CCCCC1C(c1ccc3c(c1)OCO3)N(Cc1cccc(F)c1)CC2 (centres undefined)
1	1.1	-5	-54	0	-17	1.5	0	96*	COc1ccccc1NC(=O)CNS(=O)(=O)c1ccccc1
1	1	1	-20	1.2	6	1.2	.	-20	Cn1c(SCC(=O)Nc2cc(=O)n(C)c(=O)n2C)nnc1C12CC3CC(CC(C3)C1)C2
1.1	1	3	50*	0.6	7	0.5	-0.09	44	CCCCOC(=O)Cn1c(=O)n(CC(=O)OCCCC)c2ccccc21
1.2	1.1	1	48	0.1	5	0.5	1.6	91*	COc1ccc(C2CC3CC(c4ccccc4)N2O3)cc1 (centres undefined)
1.1	1.2	0	87*	0	-4	0.1	0.74	100*	Cn1c(SCC2CCCCC2)nnc1-c1ccncc1
1.2	.	-6	9	0.9	2	0.9	0.52	6	CCC1Oc2ccc(C)cc2N(CC(=O)NCCN2CCCCCC2)C1=O (centres undefined)
1.3	1.1	-7	23	1	2	0.8	-0.16	0	COc1ccc(S(=O)(=O)N2CCCC2C(=O)Nc2nccs2)cc1 (centres undefined)
1.6	.	.	2	0.7	.	1	-1.7	31	CN1CCc2nc(SCc3ccc(C(C)(C)C)cc3)c(C#N)cc2C1
1.7	1.3	-3	9	1.1	8	0.9	-0.92	-7	O=C(/C=C(\O)c1ccc(Cl)cc1)C(=O)NNC(=O)C(O)(c1ccccc1)c1ccccc1
1.1	0.9	-4	12	1	-5	0.9	0.72	-3	Cc1ccc(CC(NC(=O)c2ccccc2)C(=O)N2CCCC2C(=O)O)cc1 (centres undefined)
1	.	-1	16	0.8	3	0.8	-0.75	16	Cc1ccc(NC(=O)c2sc(Cl)nc2-c2ccccc2)cc1C
1.1	.	.	52*	0.6	.	0.5	-1.6	39	Cc1ccc(C(=O)NCCSc2ccc(Cl)cc2)cc1S(=O)(=O)Nc1ccccc1
1.6	1	1	44	0.2	-11	0.6	-0.58	78*	COc1cccc(CN(Cc2cccnc2)S(=O)(=O)c2ccc(-n3cnnn3)c(C)c2)c1OC
0.8	1.1	0	30	0.7	6	0.7	-0.57	26	C=C1c2ccccc2NC(=O)N1c1ccc(C)cc1
0.9	.	-6	42	0.6	11	0.6	-1.5	40	O=C(c1ccc(Cl)cc1)c1oc2ccccc2c1CS(=O)(=O)c1ccccc1
0.9	1.1	-1	2	1	1	1	1.1	1	O=C1c2sc3nc4c(c(=O)n3c2C(=O)N1c1ccccc1)CCC4
1.7	1.2	0	9	1.1	-8	0.9	-0.59	-6	CN(C)CCSc1nc(-c2ccccc2)nc2c1COC(C)(C)C2
1.3	.	-5	32	0.8	-6	0.7	0.78	19	CCOc1ccc(OCc2ccc(C(=O)N3N=C(C(F)F)CC3(O)C(F)F)o2)cc1 (centres undefined)
0.9	1.2	-1	50	0.3	-7	0.5	-0.08	71*	Cn1c(=O)c(Cc2ccccc2)c(O)c2ccccc21
1.1	.	2	5	1.1	-8	0.9	.	-6	CC1CN(C(c2ccco2)c2sc3ncnn3c2O)CC(C)O1 (centres undefined)
0.9	1.1	12	12	1	-43	0.9	-0.08	-2	CC1CCc2sc3ncn4nc(C(=O)NCc5ccco5)nc4c3c2C1 (centres undefined)
1.8	1	0	-67	0.9	-9	1.7	-1.1	13	COc1ccc(S(=O)(=O)n2c(CCN3CCOCC3)nc3ccccc32)cc1
1.6	1	-2	30	1.1	-7	0.7	1.4	-9	CC(=O)Nc1ccc(S(=O)(=O)NC2(C(F)(F)F)NC(=O)N(C3CCCCC3)C2=O)cc1 (centres undefined)
0.9	1	3	-1	1	-17	1	0.04	0	CC(C)(C)N(C=C(Cl)Cl)C(=O)NC1CCCCC1
0.9	1.8	-3	-83	0.8	-6	1.8	1.2	22	CC(=O)c1cccc(NC(=O)CCOc2ccccc2)c1
1.6	1.1	7	-2	1.1	2	1	.	-8	COc1ccc(-n2cnnc2SC(C)c2nc3sc(C)c(C)c3c(=O)[nH]2)cc1 (centres undefined)
1	.	10	16	0.6	-18	0.8	-0.61	43	O=C(Nc1ccccc1SCC1CSc2nc3ccccc3c(=O)n21)c1ccccc1Cl (centres undefined)

# Further entries:
PLAP activator	MT1-MMP txn act	CD11b adhes enh	CYP2C9 inhib	CYP2C19 activ	CD11b adhes inh	CYP2C9 activ	PTK2B oligo ant	CYP2C19 inh	Structure
1.6	1.1	2	7	0.9	-11	0.9	-0.26	12	COCCn1nnnc1C1(N(Cc2cc3cc(C)ccc3[nH]c2=O)CC2CCCO2)CCN(C)CC1 (centres undefined)
1.1	1.1	-1	45	1.1	-22	0.6	1.6	-6	O=C(O)CN1C(=O)c2cccc(Oc3ccc(Cl)cc3)c2C1=O
1.4	1	-3	51*	0.6	-1	0.5	0.01	36	CON(C)c1nc(OCCNC(=O)COc2ccc(Cl)cc2C)nc(N(C)C)n1
1.7	.	-11	-4	0.8	-1	1	.	18	CNC(=O)C1=C(C)Nc2nc3ccccc3n2C1c1cccc(OC)c1 (centres undefined)
1	1.2	6	10	1	11	0.9	-1.2	5	Cc1nn(C)c(C)c1N=Cc1c(O)ccc2ccccc12
1.1	1.2	-6	-6	1.1	-23	1.1	1	-6	O=C(NCCCN1CCOCC1)NC12CC3CC(CC(C3)C1)C2
0.8	1.3	-3	3	0.7	-5	1	0.08	28	Cc1cc(C)nc(NC(=O)CSc2nc3ccccc3s2)n1

# An excerpt of these results, comma-delimited.
compound,PLAP activator,MT1-MMP txn act,CD11b adhes enh,CYP2C9 inhib,CYP2C19 activ,CD11b adhes inh,CYP2C9 activ,PTK2B oligo ant,CYP2C19 inh
CC(=O)Nc1ccc(S(=O)(=O)NC2(C(F)(F)F)NC(=O)N(C3CCCCC3)C2=O)cc1 (centres undefined),1.6,1,-2,30,1.1,-7,0.7,1.4,-9
CC(C)(C)N(C=C(Cl)Cl)C(=O)NC1CCCCC1,0.9,1,3,-1,1,-17,1,0.04,0
CC(=O)c1cccc(NC(=O)CCOc2ccccc2)c1,0.9,1.8,-3,-83,0.8,-6,1.8,1.2,22
COc1ccc(-n2cnnc2SC(C)c2nc3sc(C)c(C)c3c(=O)[nH]2)cc1 (centres undefined),1.6,1.1,7,-2,1.1,2,1,.,-8
O=C(Nc1ccccc1SCC1CSc2nc3ccccc3c(=O)n21)c1ccccc1Cl (centres undefined),1,.,10,16,0.6,-18,0.8,-0.61,43
COCCn1nnnc1C1(N(Cc2cc3cc(C)ccc3[nH]c2=O)CC2CCCO2)CCN(C)CC1 (centres undefined),1.6,1.1,2,7,0.9,-11,0.9,-0.26,12
O=C(O)CN1C(=O)c2cccc(Oc3ccc(Cl)cc3)c2C1=O,1.1,1.1,-1,45,1.1,-22,0.6,1.6,-6
CON(C)c1nc(OCCNC(=O)COc2ccc(Cl)cc2C)nc(N(C)C)n1,1.4,1,-3,51*,0.6,-1,0.5,0.01,36
CNC(=O)C1=C(C)Nc2nc3ccccc3n2C1c1cccc(OC)c1 (centres undefined),1.7,.,-11,-4,0.8,-1,1,.,18
